Screening results (PubChem BioAssay)
Xi reactivation: X-chromosome reactivation activator; activation, % at 7.58 µM; 360,000 compounds, 0.055% hits; XiGFP mouse fibroblasts, % GFP-positive cells imaging, 3 d; cells co-treated with 5-aza-dC sensitizer; scaled so ellipticine positive control = 100%;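 active = mean normalized replicate activation at least 10% and every replicate at or above 10%; inconclusive = only one of the two criteria met; inactive = mean below 10% and not all replicates reach 10%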;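 note: 0% = median of on-plate neutral control wells and 100% = ellipticine 6 µM median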
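System: XiGFP fibroblasts, SV40-immortalized. Medium: DMEM plus 5-aza-dC sensitizer. Doses: single point. Timing: 3 d treatment, 15 min room-temperature fixation. Control set: ellipticine 6 µM.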
ERAP1 inh: blocks human ERAP1 aminopeptidase activity; Q9NZ08; recombinant ERAP1, Leu-AMC fluorescence, 60 min; inhibition, % at 10.7 µM; 340,000 compounds, 0.15% hits; AID 652197;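 active = mean replicate inhibition of at least 30%, or all replicates individually reaching that 30% level; inactive = mean below 30% and not every replicate reaching it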;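 note: 0% = neutral control wells and 100% = L-leucinethiol positive control wells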
RAD52 inh: blocks human RAD52 DNA annealing; P43351; recombinant RAD52 DNA annealing, FRET fluorescence; inhibition, % at 18.7 µM; 360,000 compounds, 0.46% hits; AID 651710;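 active = every replicate showing at least 50% inhibition; inconclusive = mean inhibition at least 50% but not in every replicate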
Target sequence (P43351 whole entry, looked up): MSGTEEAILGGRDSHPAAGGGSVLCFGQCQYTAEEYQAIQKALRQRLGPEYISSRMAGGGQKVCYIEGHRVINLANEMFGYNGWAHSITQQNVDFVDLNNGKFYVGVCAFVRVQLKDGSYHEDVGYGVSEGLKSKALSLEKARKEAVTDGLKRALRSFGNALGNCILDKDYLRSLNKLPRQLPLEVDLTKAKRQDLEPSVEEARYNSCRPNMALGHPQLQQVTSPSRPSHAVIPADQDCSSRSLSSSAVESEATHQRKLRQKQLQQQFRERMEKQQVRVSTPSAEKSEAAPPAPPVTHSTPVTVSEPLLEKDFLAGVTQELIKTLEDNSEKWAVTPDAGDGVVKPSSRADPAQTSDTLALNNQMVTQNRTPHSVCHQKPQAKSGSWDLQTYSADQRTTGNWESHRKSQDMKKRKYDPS
esBAF inh: SWI/SNF esBAF complex inhibition. mouse ES cells, Bmi1-luciferase knock-in reporter, 24 h; 100% = twice the neutral-well signal. reporter increase, % at 12.5 µM. 350,000 compounds, 2% hits; in the data active = activation above about 40%; inconclusive = no clear call, values can overlap the other calls;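 note: 0% = median of the plate's neutral control wells and 100% = double that signal; a rise in the Bmi1 reporter signal indicates esBAF inhibition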
CFTR F508del cor: CFTR F508del correction in bronchial cells. CFBE cells, YFP halide quenching; stimulated with forskolin plus potentiator P3; % fluorescence drop versus neutral controls. activity (quench increase), % at 7.58 µM. 350,000 compounds, 0.36% hits;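 active = mean added fluorescence quench of at least 8% versus neutral control, with both replicates also reaching 8%; inconclusive = only one of the mean or replicate conditions met; inactive = mean below 8% and not both replicates reaching 8%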;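 note: cells transiently co-express mutant CFTR-F508del with the halide-sensitive YFP; corrector assay measuring rescue of mutant channel to the surface after 24 h compound exposure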
RAD54 branch: RAD54 (human) branch migration inhibition; Q92698; RAD54 Holliday junction branch migration, FAM/BHQ fluorescence; inhibition, % at 10.4 µM; 360,000 compounds, 0.14% hits; AID 602329;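 active = mean normalized replicate activity at least 40 and at least half of replicates scoring 40 or more; inconclusive = only one of the two criteria met; inactive = mean below 40 and under half of replicates reaching 40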;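 note: 0% = median of neutral control wells and 100% = median of positive control wells; inhibitors cause a drop in the FAM fluorescence signal; in these data hits start at about 50%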
ARNT TACC3 PPI: disrupts binding between human ARNT and TACC3; Q9Y6A5; AlphaScreen His-ARNT PAS-B/GST-TACC3 binding, luminescence; TACC3 fragment carries E629A point mutation; inhibition, % at 9.99 µM; 390,000 compounds, 0.66% hits; AID 623870;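 active = mean inhibition of replicates at least 50% and at least half of replicates each reaching 50%; inconclusive = half or more replicates reach 50% but mean below 50%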;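 note: 0% = complete ARNT plus TACC3 wells and 100% = ARNT alone without TACC3; many hits fall short of the cut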
INS-1E GSIS act: GLuc luminescence reporter in INS-1E cells, primary screen for activators of glucose-dependent secretion of insulin | INS-1E GLuc reporter insulin secretion, 2-3 h | activation, % at 16.6 µM | 370,000 compounds, 0.61% hits | AID 743287;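 active = lowest replicate activation of at least 40%, so every replicate reaches that level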;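 note: 0% = median of neutral control wells and 100% = median of IBMX positive control wells; some compounds called inactive have numbers as strong as hits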
* hit, by the source's call; u = inconclusive; x = not tested or not shown.

SMILES | Xi reactivation | ERAP1 inh | RAD52 inh | esBAF inh | CFTR F508del cor | RAD54 branch | ARNT TACC3 PPI | INS-1E GSIS act
CNC[C@H]1Oc2ncc(-c3cccc(C(=O)N(C)C)c3)cc2C(=O)N([C@H](C)CO)C[C@H]1C | -0.3 | 4 | -4 | -7 | -1.6 | -5 | 1 | -2
Cc1ccc(S(=O)(=O)N(C)C[C@@H]2Oc3ncc(-c4ccncc4)cc3C(=O)N([C@H](C)CO)C[C@@H]2C)cc1 | -1.0 | 1 | 2 | 0 | -1.2 | 10 | -2 | 18
CCOc1ccc(Nc2nc(N)c([N+](=O)[O-])c(NCc3ccccc3)n2)cc1 | 0.0 | 3 | -3 | x | -1.1 | -17 | 16 | -7
COc1cccc(CN(C)C(=O)C23CC4CC(CC(NC(C)=O)(C4)C2)C3)c1OC | -0.1 | -4 | -2 | x | -2.6 | 3 | -9 | 17
Nc1nc(N)nc(-c2ccc([N+](=O)[O-])o2)n1 | 0.3 | 0 | -17 | -9 | 3.4 | x | 13 | 18
Cn1nc(-c2ccccc2)cc1NS(=O)(=O)c1ccc(C#N)cc1 | 1.4 | 3 | -7 | x | 1.0 | u | -19 | 26
C[C@@H]1CN([C@H](C)CO)C(=O)c2cc(NC(=O)NC3CCCCC3)ccc2O[C@@H]1CN(C)C(=O)Nc1ccc(C(F)(F)F)cc1 | 0.0 | 4 | -16 | -2 | -1.4 | -3 | 4 | -5
CCOC(=O)c1ccc(N(CC(=O)NC2CCCCC2)C(=O)CNC(=O)c2ccco2)cc1 | 0.2 | -2 | -5 | -2 | -1.8 | 0 | -2 | -1
Cc1noc(C)c1S(=O)(=O)Nc1ccc2c(c1)C(=O)N([C@@H](C)CO)C[C@H](C)[C@@H](CN(C)Cc1ccc(C(F)(F)F)cc1)OCCCC[C@@H](C)O2 | 0.6 | 0 | 24 | 11 | 3.3 | -1 | 2 | -17
CC(C)Oc1ccc(C(=O)/C(=C\c2cccs2)c2nc3ccccc3o2)cc1 | 0.2 | 2 | 2 | x | -6.1 | x | x | -1
COc1ccc(CNC(=O)C2(CC3CC(c4ccccc4)=NO3)CCN(C(=O)c3cccc(O)c3)CC2)cc1 (stereo unspecified) | -0.4 | x | 5 | -5 | 2.1 | -11 | -3 | 28
COc1ncnc(OC)c1S(=O)(=O)Nc1ccc(C(F)(F)F)cc1 | 0.1 | 1 | -9 | 7 | x | 6 | -6 | -12
COc1cc(/C=N/Nc2ccccn2)ccc1O | x | x | -2 | x | -1.5 | x | 41 | 2
Cc1cc(C)c(NC(=O)CCCC(=O)O)c(Cl)c1 | x | 2 | 12 | -1 | x | -4 | 3 | -12
C[C@@H]1CN([C@H](C)CO)C(=O)c2cccc(NS(=O)(=O)c3ccccc3)c2O[C@@H]1CN(C)C(=O)Nc1cccc2ccccc12 | 0.2 | 2 | 1 | -1 | -1.0 | -23 | x | -5
Cc1ccc(OCC(=O)NNC(=O)C2CCN(c3ncnc4sc(C)c(C)c34)CC2)cc1 | 0.1 | -1 | -13 | 2 | 0.4 | x | 0 | -6
COCCN(C(=O)COC(=O)c1ccc(C)o1)c1c(N)n(Cc2ccccc2)c(=O)[nH]c1=O | 0.0 | -3 | -10 | -2 | 3.2 | -6 | -7 | 8
Cc1cccc(C)c1NC(=O)CN1CCC(Cc2ccccc2)CC1 | x | 2 | -17 | -5 | -0.1 | -6 | x | -1
O=[N+]([O-])c1ccc(/C=N/N2CCCCC2)cc1 | 0.1 | 2 | -12 | 77* | 2.2 | 4 | 1 | 0
CCn1c(CCC(=O)O)nc2cc(S(=O)(=O)N(C)C)ccc21 | 0.1 | -1 | -11 | 9 | -1.8 | -6 | 0 | -2
Cc1noc(C)c1NC(=O)N(C)C[C@@H]1OCCCC[C@H](C)Oc2ccc(NS(=O)(=O)c3cn(C)cn3)cc2C(=O)N([C@H](C)CO)C[C@@H]1C | -0.2 | x | x | -2 | -0.7 | -1 | -1 | 11
Cc1cc(=O)oc2cc(OC(=O)CCN3C(=O)c4ccccc4C3=O)ccc12 | x | -13 | -1 | 1 | 1.0 | x | -1 | 10
CCOc1ccc(C(=O)NCC(=O)OCC(=O)Nc2ccc(C)c(S(=O)(=O)N(C)C)c2)cc1 | 0.3 | -3 | -1 | -6 | -2.2 | -2 | 5 | 1
Cc1cccc(C(=O)NNC(=O)c2ccco2)c1O | 0.4 | 0 | -33 | 21 | -1.5 | -6 | -3 | 11
O=C1c2ccccc2-c2c1cccc2C(=O)N(CCO)CCO | x | x | x | 2 | x | -4 | -5 | -15
COc1ccccc1C(=O)C1CCCN(C(=O)c2ccccn2)C1 (stereo unspecified) | 0.1 | 2 | 13 | x | -3.9 | x | -9 | -6
O=C(OCCN1CCN(C2=NS(=O)(=O)c3ccccc32)CC1)c1cccc(Br)c1 | 0.0 | 2 | -9 | -1 | -0.8 | -15 | -1 | 6
CCC1=C2CC[C@H]3C(=O)N(C)C(=O)[C@H]3[C@H]2[C@@]2(Cc3ccccc3)C(=NCCOC)OC(=O)N2C1=O | 0.0 | 9 | -9 | 0 | -4.5 | 8 | 5 | -9
O=C(c1nc2ccc(Cl)cn2c1CN1CCC(O)CC1)N1CCc2ccccc2C1 | 0.1 | 0 | -11 | -1 | -2.0 | 8 | -1 | 1
CN1C(=O)c2cc(NC(=O)c3ccccc3F)ccc2OC[C@H]2O[C@@H](CC(=O)NCc3ccc4c(c3)OCO4)CC[C@H]21 | 0.1 | -4 | 10 | -2 | 2.0 | 7 | -2 | -10
O=C(O)CSc1ncnc2sc3c(c12)CCCC3 | 0.3 | -2 | 8 | -2 | 0.5 | 5 | -1 | 0
Cc1ccc(S(=O)(=O)N2CCN(C(=O)C3CCCCC3)CC2)cc1 | x | 0 | 3 | -4 | -1.0 | -5 | 3 | -5
O=C(CC(F)(F)F)N1C[C@@H]2[C@H](c3ccccc31)[C@H](CO)N2CC1CCOCC1 | 1.7 | 5 | -2 | -6 | 0.4 | -10 | -6 | 16
COc1ccc(NC(=O)CSCC(=O)N(C)Cc2cccc(OC)c2OC)cc1 | 0.1 | 1 | 9 | -1 | 2.2 | -4 | x | 1
COc1cccc(-c2ccc(C#N)c(=O)[nH]2)c1 | 0.1 | -4 | -2 | x | -1.3 | x | x | 7
C=CCN(c1ccccc1)S(=O)(=O)c1ccc(Cl)c(C(=O)OCC(=O)c2[nH]c(C)c(C(C)=O)c2C)c1 | 0.0 | x | x | x | x | 1 | -6 | -3
COC(=O)CSc1nnc(CNC(=O)c2ccccc2F)n1-c1ccc(F)cc1 | 0.1 | 0 | -6 | x | -3.5 | x | -13 | 6
O=Nc1c(O)[nH]c2ccc(Cl)c(Cl)c12 | 0.0 | 1 | 1 | -3 | -1.3 | 8 | 59* | x
CC(=O)c1cccc(NC(=O)C(C)OC(=O)c2ccc(-n3cnnn3)cc2)c1 (stereo unspecified) | 0.0 | -2 | -6 | -2 | 0.0 | 2 | 2 | 2
O=C(CSc1ccc(-c2ccccn2)nn1)N1CCCC1 | -0.1 | 1 | -5 | x | 0.7 | x | 85* | 8
CC(=O)N1CCc2[nH]c3ccc(C)cc3c2C1 | 0.0 | 4 | -31 | 1 | 0.0 | -9 | 36* | 6
COc1ccc2c3c(n(C)c2c1)[C@H](CO)N(Cc1ccccn1)CC31CN(Cc2ccccn2)C1 | 0.0 | -1 | 19 | x | -2.4 | x | x | 7
CS(=O)(=O)N(CC(=O)N1CCCCC1)c1ccc2c(c1)OCO2 | x | 0 | -3 | -6 | -0.5 | 3 | -1 | 16
Cc1nc2ccc(NS(=O)(=O)c3ccc(F)cc3F)cc2s1 | -0.1 | 3 | -38 | -8 | 3.3 | 17 | 2 | -4
Cc1ccc(S(=O)(=O)Nc2cccc3c2O[C@H](CN(C)C(=O)Nc2cccc4ccccc24)[C@@H](C)CN([C@H](C)CO)C3=O)cc1 | -0.1 | x | x | 11 | -0.3 | x | x | -25
COc1ccc2c3c(n(C)c2c1)[C@H](CO)N(C(=O)c1cnccn1)CC31CCN(C(=O)c2ccncc2)CC1 | 0.2 | -3 | 4 | x | -0.8 | x | x | 15
CCCCC(=O)NCc1ccccc1Cl | 0.0 | 0 | -5 | x | -1.9 | x | 0 | -1
Cc1ccc(C(=O)OCC(=O)NCCC2=CCCCC2)s1 | 0.0 | 0 | -21 | 0 | 0.1 | -9 | -7 | -6
Cc1cccc(-[n+]2c(-c3cccc(Br)c3)[nH]c3nc4ccccc4nc32)c1 | 0.5 | -3 | -8 | x | -35 | -3 | x | 6
CC1C=NC(S(=O)(=O)N2CC[C@H]3[C@@H](CO)N(C)c4ccc(C#Cc5cccnc5)cc4[C@H]32)=N1 (stereo partly specified) | 0.1 | x | x | 2 | 1.3 | -1 | 10 | 2
C[C@@H]1CN([C@@H](C)CO)C(=O)Cc2cc(NC(=O)CCC(F)(F)F)ccc2O[C@H]1CN(C)S(=O)(=O)c1ccccc1 | -1.1 | 0 | 0 | -4 | 1.1 | -6 | -5 | 2
C[C@H]1[C@@H](c2ccccc2)Oc2ccc(Cl)cc2S(=O)(=O)N1Cc1cccc(Cl)c1 | -0.1 | -4 | -5 | x | 1.7 | x | x | 18
Cc1noc(C)c1S(=O)(=O)Nc1ccc2c(c1)CC(=O)N([C@@H](C)CO)C[C@@H](C)[C@H](CN(C)C(=O)Nc1ccc(F)cc1)O2 | 0.0 | -4 | 9 | -2 | 0.0 | 1 | 4 | -8
NC1=NC(=O)C(Cc2cccc(Cl)c2)S1 (stereo unspecified) | 0.0 | x | x | 6 | x | -7 | -2 | -3
C[C@@H]1CN([C@@H](C)CO)C(=O)c2cc(-c3cccc(F)c3)cnc2O[C@H]1CN(C)C(=O)c1cnccn1 | 0.4 | -2 | -12 | 3 | x | 3 | -11 | 25
C[C@@H]1CCCCO[C@H](CN(C)C(=O)Nc2ccc(C(F)(F)F)cc2)[C@H](C)CN([C@H](C)CO)C(=O)c2cc(NC(=O)Nc3ccccc3)ccc2O1 | 0.0 | -2 | 7 | 5 | 0.4 | -2 | 10 | 10
CCOC(=O)c1c(NC(=O)COC(=O)c2ccccn2)sc(C)c1C | 0.1 | 0 | -15 | 2 | -1.5 | -7 | x | 0
Cc1ccc(S(=O)(=O)N2CCN(c3nc(C(C)C)c4c(c3C#N)CC(C)(C)OC4)CC2)cc1 | x | x | x | -3 | x | 11 | -2 | -22
COc1ccc(C(=O)N/C(=C\c2cn(S(=O)(=O)N(C)C)c3ccccc23)C(=O)NCCCn2ccnc2)cc1 | 0.0 | 2 | 33 | -2 | 1.4 | -11 | 14 | -12
O=C(NCc1ccc(F)cc1)c1c2c(nc3ccccc13)CCC2 | 0.3 | 2 | -47 | x | 2.8 | x | 3 | -15

Single entries from the entries so far.
Cc1ccc(C(=O)OCC(=O)NCCC2=CCCCC2)s1 in RAD54 branch is entered as -9
CC1C=NC(S(=O)(=O)N2CC[C@H]3[C@@H](CO)N(C)c4ccc(C#Cc5cccnc5)cc4[C@H]32)=N1 (stereo partly specified) in INS-1E GSIS act is entered as 2
